Screens: PubChem, Sanford-Burnham Center for Chemical Genomics
SENP6 inh: inhibitors of human SENP6 protease; Q9GZR1; Recombinant SENP6 catalytic domain, aminoluciferin luminescence; 330,000 compounds, 1.8% hits; inhibition, % at 10 µM;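 active = inhibition above about 50% at the single tested dose, limit read from the data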;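 also: plate controls were DMSO wells with enzyme for no effect and DMSO wells lacking enzyme for full effect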
SENP1 inh: blocks the human SENP1 SUMO protease catalytic domain; Q9P0U3; recombinant SENP1 catalytic domain, CyPet-SUMO1-YPet FRET cleavage; inhibition, % at 10 µM; 360,000 compounds, 0.21% hits; AID 624204;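 active = inhibition at least 30% at 10 µM, raw YFP signal under a set limit, fluorescence ratio 0.5 to 1.5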;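 also: 0% = enzyme with DMSO and 100% = no enzyme wells; some results filed as inactive read as strong as hits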
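System: Recombinant human SENP1 catalytic domain, His6-tagged | Incubation: Enzyme reaction for 50 min at room temperature, dark | Medium: Tris pH 8 with BME, BSA, NP40 and catalase | Also added: 25 nM SUMO1 FRET substrate | Compound: 10 µM single point, 0.5% DMSO | Measured by: FRET fluorescence in CFP and YFP emission channels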
PfG6PD inh: PfG6PD (Plasmodium falciparum) enzyme inhibition; inhibition, % at 20 µM; AID 504690; 350,000 compounds, 0.78% hits; PfGluPho enzyme, NADPH resazurin-diaphorase fluorescence;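 active = inhibition reaching at least a set limit at 20 µM in the primary screen, cut at about 59% in these data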;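 also: 0% = DMSO wells with substrate and 100% = DMSO wells lacking glucose-6-phosphate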
HKDC1 inh: HKDC1 (human) hexokinase inhibition. AID 493160. Q2TB90. recombinant HKDC1, G6PDH/diaphorase resazurin coupled fluorescence. 340,000 compounds, 0.16% hits. inhibition, % at 20 µM;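 active = inhibition above about 35% when tested at 20 µM, limit read from the data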;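 also: plate controls were DMSO wells with enzyme for no effect and DMSO wells lacking enzyme for full effect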
Target sequence (Q2TB90 whole entry, looked up): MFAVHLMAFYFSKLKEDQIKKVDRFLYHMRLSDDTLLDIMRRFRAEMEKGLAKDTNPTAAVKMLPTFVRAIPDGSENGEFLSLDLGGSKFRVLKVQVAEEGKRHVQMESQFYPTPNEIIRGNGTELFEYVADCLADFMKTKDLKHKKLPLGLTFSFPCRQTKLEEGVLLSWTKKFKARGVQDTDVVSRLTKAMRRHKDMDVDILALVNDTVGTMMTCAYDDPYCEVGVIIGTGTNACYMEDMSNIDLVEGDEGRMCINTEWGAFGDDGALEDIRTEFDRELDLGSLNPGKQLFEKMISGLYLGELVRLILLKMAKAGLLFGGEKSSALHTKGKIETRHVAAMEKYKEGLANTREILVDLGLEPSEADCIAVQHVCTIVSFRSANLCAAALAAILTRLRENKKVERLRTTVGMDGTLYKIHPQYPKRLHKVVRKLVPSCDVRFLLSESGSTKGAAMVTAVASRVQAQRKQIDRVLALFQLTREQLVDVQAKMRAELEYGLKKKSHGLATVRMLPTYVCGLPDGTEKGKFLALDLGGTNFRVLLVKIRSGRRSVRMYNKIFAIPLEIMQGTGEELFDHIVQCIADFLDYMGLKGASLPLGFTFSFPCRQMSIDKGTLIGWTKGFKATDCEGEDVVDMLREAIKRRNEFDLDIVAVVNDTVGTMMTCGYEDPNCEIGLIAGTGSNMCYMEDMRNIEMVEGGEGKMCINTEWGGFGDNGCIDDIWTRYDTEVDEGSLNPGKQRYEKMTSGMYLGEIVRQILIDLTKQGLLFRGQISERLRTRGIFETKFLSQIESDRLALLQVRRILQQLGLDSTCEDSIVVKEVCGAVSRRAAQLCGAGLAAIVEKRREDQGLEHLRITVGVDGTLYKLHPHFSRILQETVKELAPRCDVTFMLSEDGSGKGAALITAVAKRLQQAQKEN
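Test system: recombinant HKDC1 (HK5) hexokinase enzyme, produced in-house / Doses: 20 µM test compound, 1% DMSO / Timing: 90 min, room temperature / Detection: G6PDH/diaphorase-coupled fluorescence, 1 mM NADP, 100 µM resazurin, 525/613 nm / Control set: DMSO wells with and without enzyme mix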
SENP8 block-1: inhibitors of human SENP8 protease | Q96LD8 | purified SENP8, Z-RLRGG-aminoluciferin cleavage, luminescence | inhibition, % at 10 µM | 330,000 compounds, 1.2% hits | AID 2540; in the data active = inhibition above about 50%
Apaf-1 inh: inhibitors of human Apaf-1 apoptosome. O14727. reconstituted apoptosome caspase-3 activity, DEVD-Rh110 fluorescence. inhibition, % at 20 µM. 330,000 compounds, 0.71% hits. AID 489030; active = inhibition of at least 40% at 20 µM;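 also: plate controls were DMSO wells for no effect and DEVD-CHO caspase inhibitor wells for full effect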
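System: reconstituted apoptosome with Apaf-1, cytochrome c, caspase-9, procaspase-3, dATP; Signal: Rh110 fluorescence intensity; Schedule: 30 min compound preincubation, 50 min activation, room temperature; Reagent: cytochrome c trigger plus (Z-DEVD)2-Rh110 caspase-3 substrate.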
SENP7 block: SENP7 protease inhibition | Q9BQF6 | recombinant SENP7, Z-RLRGG-aminoluciferin luminescence, 40 min | inhibition, % at 5 µM | 330,000 compounds, 1.5% hits | AID 434973;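 active = inhibition above about 50% at the single test dose, limit read from the data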;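 also: plate controls were DMSO with enzyme for no effect and no enzyme buffer wells for full effect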
SENP8 block-2: inhibitors of human SENP8 protease | inhibition, % at 20 µM | AID 602440 | 360,000 compounds, 0.64% hits | Q96LD8 | recombinant SENP8, Nedd8 substrate fluorescence; in the data active = inhibition mostly above about 40%, no sharp cut-off; inactive = mostly below about 27%
An asterisk follows results filed as active; . = no result given. Rows were taken by chance; any-hit rate near 3.6%.

compound	SENP6 inh	SENP1 inh	PfG6PD inh	HKDC1 inh	SENP8 block-1	Apaf-1 inh	SENP7 block	SENP8 block-2
CC1Sc2ccc(C(=O)NCc3ccccn3)cc2NC1=O (stereo not drawn)	-17	1	60*	0	2	5	6	-3
c1ccc(/N=C2\N=C(Nc3ccccn3)c3ccccc32)nc1	29	3	18	-1	7	-17	6	42*
CCCc1cc(=O)[nH]c(Nc2ccc(O)cc2)n1	-9	2	18	-6	-2	-13	7	12
COc1cc(S(=O)(=O)NC2CC(C)(C)NC(C)(C)C2)c(OC)cc1Cl	5	1	-7	-2	1	-13	-1	-3
Cc1cc([N+](=O)[O-])nn1CC(=O)NC1CCCCC1	15	1	-2	-5	3	0	1	-2
Cc1cccc(C)c1NC(=O)COC(=O)c1ccccc1[N+](=O)[O-]	7	0	-3	-4	8	-15	-2	16
COc1ccc(C(=O)C[n+]2cccc3cc(OC)ccc32)cc1	-6	-26	-11	-7	-6	15	-9	-258
Cc1ccc(NC(=O)C2CCN(C(=O)c3ccccc3C)CC2)nc1	-14	-3	2	-3	0	-1	4	23
CC(=O)N1CCC2(CC1)CC(=O)c1cc(OCC(=O)NCc3ccc(C)cc3)ccc1O2	-10	-5	-3	-9	-2	6	-9	-294
CC(C)CC1=NN2C(=N)/C(=C\c3coc4ccccc4c3=O)C(=O)N=C2S1	.	-22	-16	12	.	.	.	-265
CC(=O)N1CCc2ccc([N+](=O)[O-])cc21	.	2	3	-5	.	.	.	12
O=C(Nc1ccccc1)c1ccc(N2CCN(c3ccccc3)CC2)c(S(=O)(=O)N2CCOCC2)c1	11	1	6	1	4	30	10	9
O=C(NC1CCCCC1)c1cc(F)cc2c1OCOC2	-8	2	-7	-4	2	-5	-3	-6
CCCCCCOc1ccc(N2C(=O)CC(N3CCN(C(=O)c4ccco4)CC3)C2=O)cc1 (stereo not drawn)	-3	0	-11	-1	5	9	3	26
O=C(O)COCC(=O)N1CCN(C2c3ccccc3-c3ccccc32)CC1	-8	0	-1	-5	-3	-6	-3	3
O=C(O)c1ccc2c(c1)SC1=NS(=O)(=O)CCN12	9	1	13	2	-2	-15	-11	9
COc1cc(C2C(C(C)=O)=C(O)C(=O)N2CCN(C)C)ccc1O (stereo not drawn)	1	2	-1	-7	-5	-1	2	23
O=c1[nH]c(SCc2nc3c(cnn3-c3ccccc3)c(=O)[nH]2)nc2ccccc12	.	-21	23	4	.	.	.	-4
CC(=O)O[C@H]1CC(C)(C)C(=C=C/C(C)=C/C=C/C(C)=C/C=C/C=C(C)/C=C/C=C(\C)C(=O)C[C@@]23O[C@]2(C)C[C@@H](O)CC3(C)C)[C@](C)(O)C1	6	.	34	2	5	-3	-18	.
O=C(OCCOCCN=C1NS(=O)(=O)c2ccccc21)c1ccncc1	6	0	-9	-6	-2	-5	1	15

Two neighbouring records already listed:
compound	SENP6 inh	SENP1 inh	PfG6PD inh	HKDC1 inh	SENP8 block-1	Apaf-1 inh	SENP7 block	SENP8 block-2
CC(=O)O[C@H]1CC(C)(C)C(=C=C/C(C)=C/C=C/C(C)=C/C=C/C=C(C)/C=C/C=C(\C)C(=O)C[C@@]23O[C@]2(C)C[C@@H](O)CC3(C)C)[C@](C)(O)C1	6	.	34	2	5	-3	-18	.
O=C(OCCOCCN=C1NS(=O)(=O)c2ccccc21)c1ccncc1	6	0	-9	-6	-2	-5	1	15

Additional results follow.
compound	SENP6 inh	SENP1 inh	PfG6PD inh	HKDC1 inh	SENP8 block-1	Apaf-1 inh	SENP7 block	SENP8 block-2
Cc1cccc(NS(=O)(=O)c2ccc(C(=O)NCC(c3ccco3)N(C)C)cc2)c1C (stereo not drawn)	-5	-8	-11	-1	-4	5	5	-9
Cc1ccc(NC(=S)NNC(=O)c2ccc(N3CCOCC3)c([N+](=O)[O-])c2)cc1Cl	-13	2	-4	-9	-2	7	-3	16
COC(=O)C1CCN(C(=O)Cc2ccc(Br)cc2)CC1	-8	0	-8	-5	-12	3	-5	13
CCOc1ccccc1N1CC(C(=O)Nc2ccccc2N2CCCC2)CC1=O (stereo not drawn)	-2	0	-4	-3	1	11	5	7
CC(C)(C)c1ccc(-c2noc(CNC(=O)c3ccco3)n2)cc1	-23	-4	50	2	1	21	-1	-9
Cn1c(N/N=C2\CCCc3ccccc32)nc2c1c(=O)n(Cc1ccc(F)cc1)c(=O)n2C	.	-2	-1	0	.	.	.	-56
O=C(OCc1nnc(-c2ccccc2)o1)c1ccc2c(c1)OCO2	-4	3	-11	-1	-6	2	7	1
CCOC(=O)c1ccc(NC(=O)CC2SCCNC2=O)cc1 (stereo not drawn)	-21	2	-10	-4	-13	15	-10	17
O=S(=O)(NCC1CCCO1)c1ccc(Br)cc1 (stereo not drawn)	-4	0	3	-2	0	1	-4	10
Clc1ccc(-c2ccc(CN3CCCCC3)o2)cc1	12	0	7	-6	4	4	4	-6
CCCCNC(=O)Cc1cc(=O)[nH]c(=O)[nH]1	-2	-6	7	-5	-5	13	-10	2
Cc1ccc(-c2c[n+](Cc3ccc(Cl)c(Cl)c3)c3n2CCC3)cc1	-18	0	1	-9	-14	6	-4	9
Nc1nc(N2CCN(c3ccc(Cl)cc3)CC2)n[nH]1	3	-2	7	-10	4	-4	2	4
NC(=O)NOCc1c(Cl)cccc1Cl	-7	0	9	7	13	-1	-5	19
COC(=O)c1ccc(C23CC4(C2)[C@H](CN(Cc2cccnc2)[C@@H]4c2ccccc2)C3c2ccc(Cl)nc2)cc1 (stereo partly drawn)	-11	2	18	-1	-12	14	10	-2
COc1ccc(-c2cc(C)no2)cc1S(=O)(=O)NCC1CCN(Cc2cc(C)ccc2C)CC1	-2	-8	15	0	7	15	2	12
Cc1ccc(C(OCCN(C)C)c2cccc(C(F)(F)F)c2)cc1 (stereo not drawn)	5	2	5	-6	0	2	3	19
COC(=O)c1sccc1NC(=O)Nc1ccccc1OC	-18	-12	48	-7	-9	5	2	-32
CCOC(=O)c1csc(NC(=O)CSc2nnnn2-c2ccc(OC)c(OC)c2)n1	6	2	-17	-8	-5	-6	0	24
COc1cccc(CNC(=O)COC(=O)c2cccc(S(=O)(=O)N3CCCC3)c2)c1	0	2	9	-5	-1	-8	-6	6
O=C(N/N=C/C(Br)=C/c1ccccc1)c1n[nH]c2c1CCC2	1	-1	14	3	12	19	1	-4
O=C(O/N=C1/CCSc2ccccc21)c1ccccc1	89*	2	6	-3	79*	18	74*	-18
Nc1nnc(SCC(=O)OCC(=O)Nc2ccc(Br)cc2)s1	-6	4	10	-11	3	5	-4	4
CS(=O)(=O)N1CCCC(C(=O)c2cccc(Cl)c2)C1 (stereo not drawn)	4	2	-6	-9	3	3	-1	2
O=C(N/N=C\c1cccnc1)c1cc(-c2ccccc2)nc2c(Cl)cccc12	-11	4	9	4	3	40*	1	-6
COC(=O)C(C)C1Sc2ccccc2NC1=O (stereo not drawn)	-2	0	15	3	-2	-5	-7	10
CC(=O)N(CC(=O)O)c1ccccc1	-7	-2	3	-12	1	-3	-1	13
O=C1C2CCCN2C(c2ccccc2)N1c1cccc(Cl)c1 (stereo not drawn)	4	1	17	-3	4	-5	-6	2
CC(C)CCNC(=O)c1ccc2c(c1)ncn2C1CCCC1	-16	2	-6	-6	1	12	-4	-11
CCOC(=O)c1[nH]c2ccc(Cl)cc2c1-c1ccccc1	2	0	3	1	1	5	7	-258
C=CCOc1cccc(C2C(C(=O)c3ccco3)=C(O)C(=O)N2CCN(CC)CC)c1 (stereo not drawn)	-20	-4	15	2	1	-4	6	6
CCOc1ccccc1NC(=S)NCc1ccccc1	6	0	-4	1	17	5	-3	12
Cc1cc(C)n(C/C=C/Cn2nc(C)cc2C)n1	6	1	4	-6	-9	0	2	6
COc1ccc(CN2CCN(C(=O)c3cccc(OC)c3OC)CC2)cc1OC	-9	-1	4	5	-11	4	-14	13
Cc1c(Cc2ccccc2)c(=O)oc2cc(OCC(=O)N3CCC(C(N)=O)CC3)ccc12	-10	2	-11	5	-18	-5	8	-207
CCCCc1nc2cc(C(=O)N3CCC(O)CC3)ccc2o1	4	1	18	-8	5	-5	23	10
N#Cc1nc(-c2ccc([N+](=O)[O-])cc2)oc1N1CCCCC1	-11	4	7	-4	1	3	8	21
CC(NO)/C(=N\O)c1cccs1 (stereo not drawn)	1	3	22	-12	0	-11	-1	10
NC(=O)N(CCC(=O)O)c1ccccc1	-24	0	-4	-14	-9	-47	-9	5
Cc1ccccc1-n1c(Cn2c(=O)sc3ccccc32)nnc1SC(C)C	-8	0	1	-4	-2	14	-3	4
O=C(Nc1cnn(Cc2ccc(F)cc2)c1)c1cnccn1	-33	1	7	-6	0	-7	-5	15
Oc1ccc(/C=N\Nc2cc(N3CCOCC3)nc(N3CCOCC3)n2)c(O)c1	47	-23	9	8	12	85*	25	28
CC(=O)Nc1ccc(CN2CCCCCC2)cc1	-20	1	-8	-7	11	4	1	23
COc1cccc(NC(=O)CC2(CC(=O)O)CCCC2)c1	-4	3	9	8	-3	-12	-7	15
Cc1ccccc1C(=O)NC1CCN(CC(=O)NCc2cccs2)CC1	-2	1	1	-9	-5	-2	2	3
O=C(NCC(c1ccco1)N1CCc2ccccc21)c1ccccc1Br (stereo not drawn)	-4	-4	18	-4	13	17	5	14
CCCCN=C1CC(C)(C)CC(=O)/C1=C(/O)CCC	7	1	5	-5	3	-1	3	19
COc1ccc(NC(=O)CS(=O)c2ccc(Cl)c(Cl)c2)cc1 (stereo not drawn)	-13	0	-11	0	-3	11	-13	8
